Screening data from PubChem.
inhibitors of VEEV: inhibitors of VEEV TC-83 cytopathic effect, confirmation, Vero cells (AID 588727). Vero cells, VEEV TC-83 cytopathic effect inhibition; higher % means a stronger effect. inhibition, % at 20 µM, or IC50 in µM where a hit was titrated. actives 0.13% (n = 350,000); in the data active means a potency from the dose series; inconclusive means inhibition mostly from about 14% at the one dose, without a potency; inactive means the rest, 99 in 100 with inhibition below about 12%; further: strong numbers were not always called active
PhoP GFP inhibition: PhoP regulon inhibitors, Salmonella typhi PhoP promoter GFP reporter, confirmatory (AID 1850); actives 0.33% (n = 310,000); Salmonella Typhi PhoP-promoter GFP reporter, fluorescence, 4 h; higher % means a stronger effect; one-dose inhibition, % at 50 µM; IC50 in µM for titrated hits; in the data active means a potency from the dose series; inconclusive means inhibition mostly from about 25% at the one dose, without a potency; inactive means the rest, 99 in 100 with inhibition below about 19%;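 further: 0% = induced wells with vehicle and 100% = uninduced wells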
M. tuberculosis: growth inhibition of non-replicating M. tuberculosis (AID 488890); Mycobacterium tuberculosis non-replicating, growth inhibition; higher % means a stronger effect; one-dose inhibition, % at 25 µM; IC50 in µM for titrated hits; actives 0.39% (n = 320,000); in the data active means a potency from the dose series; inconclusive means inhibition mostly from about 82% at the one dose, without a potency; inactive means the rest, 99 in 100 with inhibition below about 76%;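 further: plate controls were DMSO cells for no effect and high antibiotic wells for full effect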
M. tuberculosis HTS: M. tuberculosis growth inhibition, HTS (AID 449762); M. tuberculosis H37Rv growth inhibition, 7H9 media; higher % means a stronger effect; inhibition, % at 25 µM; hits with a dose series show IC50 in µM; actives 0.59% (n = 330,000); in the data active means a potency from the dose series; inconclusive means inhibition above about 70% without an active follow-up result;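 further: bacterial growth assessed after seven days of incubation; strong numbers were not always called active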
H1N1 NS1A inhibition: NS1A inhibition, H1N1 influenza, cell based functional assay (AID 504329); inhibition, % at 12.5 µM; hits with a dose series show IC50 in µM; NS1A functional cell-based assay, percent inhibition; higher % means a stronger effect; actives 0.3% (n = 340,000); in the data active means a potency from the dose series; inconclusive means inhibition above about 27% without an active follow-up result; further: strong numbers were not always called active
inhibitors of VEEV 10K pilot screen: recorded beside inhibitors of VEEV, whose call it bears; inhibition, %; measured here: 10K pilot screen inhibition
* hit, by the source's call; i = inactive; u = inconclusive; x = not tested or not shown.

SMILES	inhibitors of VEEV	PhoP GFP inhibition	M. tuberculosis	M. tuberculosis HTS	H1N1 NS1A inhibition	others
Cc1ccc(S(=O)(=O)NCc2ccncc2)cc1C(=O)NCC(C)C	0.1%	-2%	2%	11%	-7%
CCC(C)[C@H](NC(=O)N1CC(=O)Nc2ccccc21)C(=O)N[C@H](C(=O)O)c1ccccc1 (stereo partly specified)	1.0%	-4%	-3%	1%	0%
COc1ccc(C(=O)Nc2nnc(S(=O)(=O)Cc3ccc(F)cc3)s2)cc1	0.4%	2%	8%	2%	3%
COc1ccccc1-n1c2c(cc(C(=O)N3CCC(C)CC3)c1=O)C(=O)CC(C)(C)C2	i	2%	6%	-2%	11%
COC(=O)c1cc(Br)ccc1NC(=O)Nc1ccccc1	10.0%	9%	-6%	-5%	0%
CC(C)NC(=O)CCCOc1ccc(Cl)cc1Cl	i	1%	30%	0%	2%
Cc1ccc(C2=N/C(=C\c3cccs3)C(=O)N2Nc2ccccc2)cc1	6.3%	2%	6%	3%	-9%
CC(C)C1=CC2=CCC3C(C)(C(=O)O)CCCC3(C)C2CC1 (stereo unspecified) (tested in a mixture with another compound)	x	-6%	19%	-8%	x
Cc1nnc(SCC(=O)c2ccccc2F)n1Cc1ccccc1	0.3%	6%	9%	-4%	11%
COc1ccc(-c2onc(C)c2-c2cscn2)c(O)c1	0.9%	-13%	15%	4%	-2%
Cc1nc(N(C)C)c2sc(=S)n(Cc3ccccc3)c2n1	1.3%	-6%	10%	15%	-10%
O=C(Nc1ccccc1)N1CCN(c2nc3ccccc3s2)CC1	3.5%	13%	13%	-19%	-2%	inhibitors of VEEV 10K pilot screen=1.4
Cc1ccc(Cl)cc1N(CC(=O)NC1CCCCC1)S(C)(=O)=O	1.4%	-7%	-7%	-6%	-2%
c1nc(C2CCCCC2)cc2cc3c(cc12)OCO3	0.3%	x	80%	u	-23%
COc1ccc(OCC2CCNCC2)cc1	0.2%	7%	-9%	2%	-6%
CC(C)N1CC(C(=O)Nc2ccccc2)CC1=O (stereo unspecified)	i	-3%	-15%	-3%	2%	inhibitors of VEEV 10K pilot screen=1.2
N#C/C(=C\c1cc(Cl)ccc1O)C(=O)NC1CCCCC1	i	-4%	36%	2%	3%
Cc1noc(C)c1CSc1ccccc1C(=O)OC(C)C(N)=O (stereo unspecified)	2.6%	4%	-9%	2%	-10%
C=CCn1c(N)c(-c2nc3ccccc3n2C)sc1=S	1.9%	-7%	5%	-6%	7%
CC(=O)c1sc(NC(=O)CCNC(=O)c2ccco2)nc1-c1ccccc1	9.5%	3%	18%	-10%	19%
O=[N+]([O-])c1ccc(S(=O)(=O)Nc2ccc3c(c2)OCCO3)cc1	i	-2%	45%	14%	10%
O=C(O)c1cccnc1Sc1ccc(Br)cc1	2.0%	2%	13%	2%	6%
O=C(c1ccccc1)c1cnc(Nc2ccc(Cl)c(Cl)c2)s1	7.2%	2%	-6%	7%	-5%
Cc1cc(C)cc(OCC(=O)NNC(=S)NC(=O)C2CC2)c1	47%	-6%	u	u	-10%
O=C(Nc1ccccc1)OCCCCOC(=O)Nc1ccccc1	i	x	x	x	-1%
CC[C@@]12C(=O)N(c3ccc(C)cc3)C(=O)N1[C@H](c1ccc(Br)cc1)[C@@H]1C(=O)N(C(C)(C)C)C(=O)[C@@H]12	0.2%	-1%	43%	8%	5%
Cc1c(C)n(C)c2ccc(C(=O)NCCCN(C)C3CCCCC3)cc12	0.4%	10%	26%	6%	13%
COc1ccc(-c2oc3ccccc3c2C#CC(C)(C)O)cc1	2.2%	x	36%	u	12%
COc1cc(NC(=O)c2ccc(S(=O)(=O)N(C)C)cc2)cc(OC)c1OC	1.1%	-7%	10%	-1%	-8%
CC(Oc1ccc(Cl)cc1Cl)C(=O)Nc1ccc(S(=O)(=O)Nc2cnc3ccccc3n2)cc1 (stereo unspecified)	x	-5%	23%	7%	x
C/C(=N\NC(=O)c1cc(O)ccc1O)c1cccc(NC(=O)c2ccc(Cl)cc2)c1	6.2%	-9%	26%	3%	-3%
Cc1cc(C)n2c(SCC(=O)N(C)C3CCS(=O)(=O)C3)nnc2n1 (stereo unspecified)	i	3%	-6%	-4%	7%
Cc1cccc(NC(=O)CCC(=O)N/N=C/c2ccncc2)c1	0.2%	-6%	21%	-1%	0%
Cc1cccc(-c2n[nH]c(=S)n2C)c1	0.3%	-8%	14%	2%	2%
COc1ccc(Oc2nc(C)cc(C)c2S(C)(=O)=O)cc1	2.9%	9%	11%	4%	5%
CCn1c(COc2cccc(C)c2C)nnc1SCC(=O)N1CCN(c2ccc(OC)cc2)CC1	2.6%	17%	7%	-8%	0%
COC(=O)c1cc(NC(=O)c2cc(C(C)(C)C)nn2Cc2ccc(F)cc2)ccc1N1CCOCC1	7.7%	-1%	24%	14%	x
O=C1NCCN1C(=O)c1ccco1	0.6%	-7%	2%	-4%	4%
Cc1ccc2nccc(C(=O)N3CCCC(Nc4ccc(F)cc4)C3)c2c1 (stereo unspecified)	3.2%	-9%	-3%	-1%	-2%
CCCCNC(=O)c1onc(CSc2cc(C)cc(C)c2)c1C(=O)NCCCC	i	1%	7%	1%	1%
COc1ccc(Cl)cc1-c1nc(N)nc(NC2CCCCC2)n1	0.1%	-6%	7%	1%	-3%
Cc1[nH]c(=O)c(C#N)c(C)c1CCC(=O)N(C)CC(=O)Nc1ccc(Cl)c(Cl)c1	2.0%	1%	-6%	12%	3%
C=CCNCC(=O)NN=C(c1ccccc1)c1ccccc1	i	5%	1%	-13%	5%
CCCN(Cc1ccccc1)C(=S)Nc1ccc(C(C)=O)cc1	0.8%	-43%	41%	13%	6%
COc1ccc2cc(C3(C)NC(=O)NC3=O)ccc2c1 (stereo unspecified)	0.4%	13%	-1%	-5%	-6%
COC(=O)CCC(=O)N1CCCC(CNS(=O)(=O)c2ccc(OC)cc2)C1 (stereo unspecified)	1.1%	9%	6%	3%	-8%
CCc1ccccc1NC(=O)C1C2C=CC(O2)C1C(=O)O (stereo unspecified)	0.5%	-7%	5%	-15%	0%
O=C(CCCN1C(=O)/C(=C/c2ccccc2OC(F)F)SC1=S)Nc1cccnc1	21%	x	u	u	3%
CC(C)CCNC(=O)NC(=O)COC(=O)CNC(=O)C1CCCCC1	0.1%	0%	-11%	4%	-4%
CCOC(=O)c1cc(C(=O)c2cc(Br)ccc2O)coc1=N	4.1%	9%	49%	7%	0%
S=C(c1ccccc1)N1CCN(C(=S)c2ccccc2)CC1	2.0%	-6%	-5%	5%	-6%
C#CCn1cc(/C=N/Nc2nc3ccccc3[nH]2)c2ccccc21	9.3%	10%	51%	u	5%
CN(CC1COc2ccccc2O1)C(=O)c1cccc(S(=O)(=O)N2CCCC2)c1 (stereo unspecified)	2.8%	x	-16%	-1%	7%
COc1cccc(/C=C2\SC(=S)N(CCC(=O)Nc3ccc(O)cc3)C2=O)c1	2.0%	3%	-3%	38%	6%
Cc1cc(C(=O)OCC(=O)Nc2ccc(S(=O)(=O)N3CCOCC3)cc2)c(C)o1	1.0%	7%	6%	4%	0%
O=C(Cc1ccc(NC2=NC3CS(=O)(=O)CC3S2)cc1)N1CCN(c2ccc(F)cc2)CC1 (stereo unspecified)	0.1%	6%	4%	-8%	-28%
Cc1ccccc1Nc1nc(N)nc(CSCc2c(C)noc2C)n1	0.7%	2%	-9%	3%	5%
O=C(Nc1cc(Br)ccc1O)C1CC(c2c(F)cccc2Cl)=NO1 (stereo unspecified)	1.9%	-4%	28%	-3%	-8%
COC(c1ccccc1)c1nnc(CCC(=O)N2CCCCCCC2)o1 (stereo unspecified)	i	9%	-4%	-3%	-5%
CCOC(=O)C1CCN(Cc2oc(CO)cc(=O)c2O)CC1	0.8%	-5%	0%	7%	4%

The list goes on.
SMILES	inhibitors of VEEV	PhoP GFP inhibition	M. tuberculosis	M. tuberculosis HTS	H1N1 NS1A inhibition	others
CCCCCCCCCCOC(=O)c1csc2nnsc12	i	-3%	78%	u	-10%
CC1(C)Cc2c(sc3c2C2=NCCN2C=N3)CO1	1.9%	-6%	31%	-5%	3%
Cc1cc(=O)oc2c3c(cc(OCC(=O)N4CCC(C(=O)O)CC4)c12)OC(C)(C)CC3	0.7%	11%	-4%	-3%	-6%
CC1CC(C)CN(C(=O)COC(=O)c2ccc3c(c2)OCCO3)C1 (stereo unspecified)	2.3%	x	-3%	10%	-17%
Cc1ccc(-c2noc(CSc3nnc(-c4ccncc4)n3-c3ccc(F)cc3)n2)cc1	6.1%	2%	24%	11%	-7%
Cc1c(C(=O)N2CCOCC2)sc(NC(=O)c2ccccc2F)c1C#N	0.6%	-6%	-2%	10%	2%
CC1OC(Oc2ccc3ccc(=O)oc3c2-c2c(O)ccc3cc(Oc4ccc5ccc(=O)oc5c4)c(=O)oc23)C(O)C(O)C1O (stereo unspecified)	0.2%	2%	-2%	2%	-18%
O=C(CN1C2=NCCN2c2ccccc21)c1ccc(Br)s1	i	13%	12%	0%	3%
Nn1c(SCC(=O)Nc2ccc(N3CCOCC3)cc2)nnc1-c1ccccc1F	2.3%	x	3%	10%	-3%
C#CC(=O)N(c1cccc(OC)c1)C(C(=O)NC1CCCC1)c1cccs1 (stereo unspecified)	u	25%	u	3%	-10%
O=C(NCc1ccc(F)cc1)c1ccc(CNc2c(N3CCOCC3)c(=O)c2=O)cc1	0.5%	-10%	-9%	-17%	-3%
CCCC(=O)Nc1ccc(C(N)=O)cc1	1.1%	-2%	-11%	-2%	-2%
COc1ccccc1OCC(=O)N/N=C1\CCc2ccccc21	3.5%	-1%	3%	-10%	2%	inhibitors of VEEV 10K pilot screen=1.0
CCn1c(NC(=O)C2CCCCC2)nc2ccccc21	1.6%	-5%	4.5µM*	u	-36%
CCOC(=O)C(CC)(CC)C(=O)/C=C/c1ccc(Br)cc1	13%	-12%	4%	4%	-16%
CC(=O)Nc1c(-c2ccccc2)nc2ncccn12	0.7%	-2%	x	-12%	-2%
O=C(NCc1ccco1)C(=O)NCC1OCCN1S(=O)(=O)c1ccc(Cl)cc1 (stereo unspecified)	0.5%	3%	-7%	-6%	-3%	inhibitors of VEEV 10K pilot screen=0.7
Cc1[nH]n(-c2ccc([N+](=O)[O-])cc2)c(=O)c1C=NCCc1ccc(S(N)(=O)=O)cc1	i	-7%	-6%	4%	x
O=C(COC(=O)c1ccc(-c2ccc([N+](=O)[O-])cc2)o1)NC(=O)NC1CCCCC1	0.5%	-4%	67%	55%	-5%
CCc1ccc([C@@H]2C[C@H]3CN(Cc4ccccc4OC)C(=O)[C@]34CCCN24)cc1	i	-5%	33%	-4%	3%
Cc1ccc(Cl)c(OC(=O)c2nn(C(C)C)c(=O)c3ccccc23)c1	i	-3%	20%	-1%	-6%
CCC[C@@H]1C[C@@H](C(=O)N[C@@H](C2O[C@H](SC)[C@H](O)[C@@H](O)[C@H]2O)[C@H](C)Cl)N(C)C1 (stereo partly specified)	x	-12%	59%	u	x
O=C(O)c1c[nH]c2ccc(S(=O)(=O)N3CCOCC3)cc12	1.6%	8%	x	7%	-3%
OC[C@H]1O[C@@H](n2cnc3c(NCc4ccco4)ncnc32)[C@H](O)[C@@H]1O	i	x	x	x	2%
Cc1cc(=O)oc2cc(OC(C)C(=O)NCC3CCCO3)ccc12 (stereo unspecified)	0.8%	7%	8%	-3%	1%
